High-throughput results as filed in PubChem BioAssay.
Epigenetic reg: derepresses silenced GFP reporter in murine cells | murine LDR cells, GFP reporter derepression, 30 h | Potency, µM (highest dose often 53.9 µM), for the others: at the top dose GFP activation, hits mostly activators | 0.2% of 280,000 active | AID 1865; also: % of control where 0% means no effect; nearly all actives have a fitted effect of over 60% in size
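In this reporter-derepression format, murine cells bearing a silenced integrated CMV-GFP locus incubate with test compound (30 h, 37 C), then are washed and imaged; fluorescent objects of 20–120 um count as induced cells.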
KDM4E inh: inhibitors of human JMJD2E histone demethylase; Potency, µM (highest dose often 57.1 µM), for the others: at the top dose activity change, negative = inhibition, most hits filed as inhibitors; JMJD2E catalytic domain, FDH-coupled NADH fluorescence (FDH is formaldehyde dehydrogenase); B2RXH2; 1.6% of 230,000 active; active = well fitted inhibition curve with a large enough effect, not every such curve was filed as active; inconclusive = small, poorly fitted or top-dose-only effect, or another doubt; inactive = no such curve, though single readings can be large or run the other way;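 also: 0% = wells with enzyme and -100% = buffer wells without enzyme; nearly all actives have a fitted effect of over 50% in size; many of its hits are not listed in these tables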
Target sequence (B2RXH2 1-337 limits assumed): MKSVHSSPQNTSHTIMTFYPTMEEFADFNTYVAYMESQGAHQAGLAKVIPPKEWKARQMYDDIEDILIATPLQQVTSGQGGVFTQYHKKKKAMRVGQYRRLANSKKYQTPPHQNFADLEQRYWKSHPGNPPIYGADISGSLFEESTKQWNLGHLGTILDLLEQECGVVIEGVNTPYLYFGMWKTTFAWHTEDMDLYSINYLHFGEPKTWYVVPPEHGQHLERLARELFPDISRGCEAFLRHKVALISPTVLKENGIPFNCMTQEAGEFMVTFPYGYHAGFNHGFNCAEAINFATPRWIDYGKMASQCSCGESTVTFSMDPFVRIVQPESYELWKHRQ
NPSR antagonist: neuropeptide S receptor (human) antagonism, cAMP; Q6W5P4; CHO-NPSR cells, cAMP TR-FRET, antagonist mode; Potency, µM (series often up to 38.3 µM), for inactives: at the top dose activity change, negative = inhibition, most hits filed as inhibitors; 1% of 220,000 active; also: % is scaled to controls: 0 for no effect and ±100 for the full control effect; nearly all actives have a fitted effect of over 50% in size; many of its hits are not listed in these tables
Target sequence (Q6W5P4 whole entry, looked up): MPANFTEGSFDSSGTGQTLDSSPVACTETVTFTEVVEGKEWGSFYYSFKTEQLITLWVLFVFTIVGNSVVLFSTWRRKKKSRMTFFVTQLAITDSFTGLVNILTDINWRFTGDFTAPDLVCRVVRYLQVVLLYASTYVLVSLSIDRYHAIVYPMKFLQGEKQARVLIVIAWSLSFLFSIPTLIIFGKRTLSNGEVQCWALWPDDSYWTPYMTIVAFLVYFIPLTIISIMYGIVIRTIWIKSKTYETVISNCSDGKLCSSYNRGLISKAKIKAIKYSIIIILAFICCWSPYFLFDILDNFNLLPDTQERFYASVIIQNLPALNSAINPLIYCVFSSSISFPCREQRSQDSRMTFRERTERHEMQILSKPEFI
IMPase Li cell: IMPase inhibition in cells with lithium potentiation. 0.35% of 210,000 active. CHO-M1 cells, IP1 TR-FRET (IP-One), carbachol + lithium. Potency, µM (top dose mostly 59.4 µM), for the others: top-dose activity, negative = IMPase inhibition, hits mostly inhibitors;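 also: IP1 builds up when IMPase is blocked and the TR-FRET signal falls; plate controls were basal vehicle for no effect and high inhibitor control for full effect; nearly all actives have a fitted effect of over 50% in size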
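Steps: plate 2000 CHO-M1 cells per well and culture 16–30 h; add compound and lithium; incubate 30 min, 37C; add d2-IP1 tracer and Eu cryptate anti-IP1 antibody in lysis buffer; read after 10 min at room temperature.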
RGS12 GoLoco inh: RGS12 GoLoco-Gai1 interaction inhibition. 0.44% of 230,000 active. P63096. Gai1:RGS12 GoLoco peptide FP, rhodamine, 10 min. Potency, µM (series often up to 61.6 µM), without a hit: at the highest dose activity, negative = inhibition, actives largely listed as inhibitors; active = well fitted inhibition curve with a large enough effect, not every such curve was filed as active; inactive = no such curve, though single readings can be large or run the other way; also: % is scaled to controls: 0 for no effect and ±100 for the full control effect; nearly all actives have a fitted effect of over 30% in size; many of its hits are not listed in these tables
Target sequence (P63096 whole entry, looked up): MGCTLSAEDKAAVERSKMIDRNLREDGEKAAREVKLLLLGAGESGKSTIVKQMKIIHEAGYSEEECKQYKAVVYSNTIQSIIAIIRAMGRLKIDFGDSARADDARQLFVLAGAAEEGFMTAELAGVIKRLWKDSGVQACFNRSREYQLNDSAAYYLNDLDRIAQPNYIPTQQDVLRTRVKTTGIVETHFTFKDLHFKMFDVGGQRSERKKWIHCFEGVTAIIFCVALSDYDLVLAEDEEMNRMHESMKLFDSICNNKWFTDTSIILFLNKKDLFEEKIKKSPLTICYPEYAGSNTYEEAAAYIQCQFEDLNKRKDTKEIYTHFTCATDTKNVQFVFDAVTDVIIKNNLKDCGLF
SMN2 splice up: SMN2 splice variant enhancement; Potency, µM (titrated, usually from 46.1 µM), inactives show at the highest dose activity change, positive = activation, hits mostly activators; AID 1458; HEK293 SMN2-luciferase splicing reporter, luminescence, 30-36 h; 2.8% of 210,000 active; also: % of control where 0% means no effect; nearly all actives have a fitted effect of over 55% in size
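HEK293 cells carry an SMN2 minigene-luciferase reporter in which exon 7 inclusion puts luciferase in frame. Cells were seeded at 2000 cells/well, attached for 10-12 hours, then exposed to compounds for 30-36 hours at 37C before ONE-Glo luminescence.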
KinaseGlo FLuc: blocks Kinase-Glo luciferase, a counter-screen artifact. Q27757. Kinase-Glo luciferase, ATP luminescence, 8 min. Potency, µM (top dose mostly 38.3 µM), for the others: at the top dose activity change, negative = inhibition, actives largely listed as inhibitors. 0.28% of 200,000 active. AID 1379; also: % is scaled to controls: 0 for no effect and ±100 for the full control effect; nearly all actives have a fitted effect of over 60% in size
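Recombinant Kinase-Glo luciferase, 10 uM ATP (linear range), luciferin; imidazole pH 7.2 / KCl / MgCl2 / Tween / BSA buffer; 8 min RT; luminescence.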
RECQ1 helicase: inhibitors of human RECQ1 DNA helicase | AID 2549 | RECQ1 DNA unwinding, red fluorescence kinetic read | Potency, µM (highest dose often 57.3 µM), for the others: at the top dose activity, negative = inhibition, usual class: inhibitors | P46063 | 0.54% of 240,000 active;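 also: plate controls were vehicle for no effect and no enzyme for full effect; nearly all actives have a fitted effect of over 30% in size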
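RECQ1T1 50 nM; forked duplex (20 bp + 30-nt ss tails) 200 nM, ATP 2 mM final; pH 8.0, 2 mM MgCl2, 2.5 ug/ml poly(dI-dC); 15 min compound preincubation; discontinuous kinetic read over 2 h at RT.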
* marks the source's active call; other numbers are inactive results; i = inactive; u = inconclusive; x = not tested or not shown; & = joins results of further samples; ! = a repeat was not active; [ ] = another dose, or the depositor's remark. Unless noted, calls follow the shape of the dose curve; as a rule, active = well fitted curve in the direction sought with a large enough effect; inconclusive = small, poorly fitted or top-dose-only effect, or another doubt; inactive = no such curve, though single readings can be large; an effect the other way counts as inactive or inconclusive. Potency is read from the fitted curve at half-maximal effect.

SMILES	Epigenetic reg	KDM4E inh	NPSR antagonist	IMPase Li cell	RGS12 GoLoco inh	SMN2 splice up	KinaseGlo FLuc	RECQ1 helicase
CCCCOC(=O)Cn1c2ccc(OC)cc2c2nc3ccccc3nc21	u	0%	-14%[46.1 µM]	-1%[38.3 µM]	1%	7%	-6%	i
CC1CN(S(=O)(=O)c2cn(C)c(=O)n(C)c2=O)CC(C)O1 (stereo unspecified)	-0.8%	-1%	-14%[46.1 µM]	1%[38.3 µM]	1%	-66%[inhibitor]	18%	0%
COc1ccc2c(c1)c(C(=O)CN1CCN(c3ccccc3)CC1)c(C)n2C	0.0%	-7%	19%	x	6%	x	x	-11%
O=C1c2[nH]nc(-c3ccccc3O)c2C(c2cccc(Cl)c2)N1Cc1ccco1 (stereo unspecified)	-1.0%	-3%	-15%[46.1 µM]	31%[activator][38.3 µM]	9%	25%	0%	-9%
O=C(c1ccccc1)c1ccc(OCCO)cc1	-2.0%	6%	-2%	10%	4%	x	-7%	0%
C(=N\Nc1nc2ccccc2[nH]1)/C1CCCCC1	-0.3%	2%	-16%	14%	12%	2%	-6%	i
CC1CCC(NC(=O)CN2C(=O)C3CCCN3c3ncc(Cl)cc32)CC1 (stereo unspecified)	1.1%	u	-15%[46.1 µM]	32%[activator][38.3 µM]	21%	u	3%	-6%
CCCCS(=O)CC(CS(=O)CCCC)OC(=O)c1ccccc1 (stereo unspecified)	-0.9%	5%	-5%[46.1 µM]	2%[38.3 µM]	-6%	-10%	2%	i
Cc1c(C(=O)O)oc2c1C(O)CC(C)(C)C2 (stereo unspecified)	1.2%&-1.1%	-3%&7%	12%&-1%[46.1 µM]	-8%	10%&-1%	-5%&-15%	-2%&-4%	0%&9%
O=c1[nH]c(SCc2n[nH]c(=S)n2-c2ccccc2)nc2ccccc12	-1.0%	2%	-6%[46.1 µM]	21%[38.3 µM]	4%	2%	2%	-4%
O=C(Nc1ccc(Cl)cn1)C1CCCN1S(=O)(=O)c1cccc2ccccc12 (stereo unspecified)	0.5%	-12%	-22%[46.1 µM]	23%[38.3 µM]	7%	-24%	1%	-11%
CCCN(CCC)C(=O)c1ccc2c(c1)N(Cc1ccccc1)C(=O)CS2=O (stereo unspecified)	-1.0%	0%	-8%	7%	2%	-7%	1%	0%
C#CCOCCOCCOCCNc1nc(N2CCN(C(=O)[C@H](Cc3cc4ccccc4[nH]3)n3cc(C(N)CC(C)C)nn3)CC2)nc(N2CCN(C(=O)[C@H](CCC(=O)O)n3cc(C(N)[C@H](C)CC)nn3)CC2)n1 (stereo partly specified)	3.4%	u	-23%	0%	6%	x	x	-5%
COc1cc(NC(=S)Nc2cccc(Cl)c2Cl)c(OC)cc1Cl	-1.0%	-11%	u	x	x	x	x	1%
COc1cc(OC)cc(C(=O)NC(=S)Nc2ccc(N3CCCC3)cc2)c1	-2.2%	-7%	21%	8%	0%	-18%	-1%	-1%
COc1ccc(C(N)CCc2ccc(C)o2)cc1 (stereo unspecified)	2.7%	u	-11%[46.1 µM]	-1%[38.3 µM]	24%	-3%	-3%	-1%
Cc1ccc2c(c1)-c1c(cnn1CC(=O)N(CCC#N)c1ccccc1)CO2	-0.9%	0%	-9%[46.1 µM]	24%[38.3 µM]	28%	-33%	5%	0%
O=C(c1ccccc1Cl)N1CCCC(c2nc3c(nnn3Cc3ccccc3)c(=O)[nH]2)C1 (stereo unspecified)	7.0%	-1%	-27%[46.1 µM]	-7%[38.3 µM]	1%	-15%	3%	-7%
CCOC(=O)c1cc(C#N)c(N2CCN(c3ccc(OC)cc3)CC2)[nH]c1=O	4.5%	-4%	-20%	3%	0%	3%	-2%	i
CCn1cc(C2=NC(CC(C)C)CO2)c2ccccc21 (stereo unspecified)	2.0%	-11%	-49%	x	48%[activator]	x	x	-3%

Copied from the list.
COc1ccc(C(N)CCc2ccc(C)o2)cc1 (stereo unspecified) – RECQ1 helicase: -1%
CCOC(=O)c1cc(C#N)c(N2CCN(c3ccc(OC)cc3)CC2)[nH]c1=O – NPSR antagonist: -20%

Grouped by structure: the entries above containing a furan ring, fused or not (3)
SMILES	Epigenetic reg	KDM4E inh	NPSR antagonist	IMPase Li cell	RGS12 GoLoco inh	SMN2 splice up	KinaseGlo FLuc	RECQ1 helicase
O=C1c2[nH]nc(-c3ccccc3O)c2C(c2cccc(Cl)c2)N1Cc1ccco1 (stereo unspecified)	-1.0%	-3%	-15%[46.1 µM]	31%[activator][38.3 µM]	9%	25%	0%	-9%
Cc1c(C(=O)O)oc2c1C(O)CC(C)(C)C2 (stereo unspecified)	1.2%&-1.1%	-3%&7%	12%&-1%[46.1 µM]	-8%	10%&-1%	-5%&-15%	-2%&-4%	0%&9%
COc1ccc(C(N)CCc2ccc(C)o2)cc1 (stereo unspecified)	2.7%	u	-11%[46.1 µM]	-1%[38.3 µM]	24%	-3%	-3%	-1%

(further entries)
SMILES	Epigenetic reg	KDM4E inh	NPSR antagonist	IMPase Li cell	RGS12 GoLoco inh	SMN2 splice up	KinaseGlo FLuc	RECQ1 helicase
CCN(CC)/C(=N/S(=O)(=O)c1ccc(C)cc1)c1ccccc1	0.0%	5%	-3%[46.1 µM]	22%[38.3 µM]	6%	-1%	19%	-4%
CC(C)=CCN1CCN(Cc2cc(CC(C)C)n[nH]2)CC1CCO (stereo unspecified)	-0.4%	4%	30%	x	-6%	x	x	-7%
CCOc1cc(N2CCOCC2)c(OCC)cc1NC(=O)c1ccccc1	0.5%	-5%	-18%	10%	-8%	-37%[inhibitor]	0%	-3%
O=C(NCC1CCCO1)c1cc2ccccc2[nH]1 (stereo unspecified)	5.5%	u	18%[7.67 µM]	-6%[38.3 µM]	3%	-2%	1%	i
CCCCN(c1ccccc1)S(=O)(=O)c1ccc2c(c1)CCN2C(=O)CCC(=O)O	-15%	0%	-14%[46.1 µM]	13%[38.3 µM]	4%	-10%	-3%	-10%
COc1cccc(/C=C/C(=O)O)c1C(C)C	1.3%	u	x	-1%	-3%	-11%	-4%	-3%
CN(C)C(=S)Nc1ccc(N2CCOCC2)cc1	-3.3%	-8%	-9%	x	7%	x	x	-8%
Cc1nc2ccccn2c1C(=O)N=Nc1c(O)n(CCC(C)C)c2ccccc12	1.3%	15%	u	30%	2%	-75%[inhibitor]	2%	-7%
CCn1c(C)cc2c(c1=O)C(c1ccc3c(c1)OCO3)C(C#N)=C(N)O2 (stereo unspecified)	0.0%	1%	-8%[46.1 µM]	39%[activator][38.3 µM]	11%	10%	2%	-1%
COc1ccc(N2C(=O)[C@@H]3[C@H](C2=O)[C@H](C(=O)c2ccc(OC(C)=O)cc2)N2N=CC=C[C@@H]32)cc1	-1.0%	-20%	0%	-1%	74%[activator]	12%	-1%	7%
COc1cc(/C=N/NC(=O)CCC(=O)NCc2ccccc2)cc(OC)c1OC	-0.7%	-13%	4%	0%	-1%	20%	-5%	i
C=CCn1c(-c2cccc([N+](=O)[O-])c2)n[nH]c1=S	-1.1%	-8%	14%	-11%	4%	-27%	-3%	-15%
NS(=O)(=O)c1cccc2c1c([N+](=O)[O-])cc1[nH]c(=O)c(=O)[nH]c12	-2.7%	-27%	x	22%	-21%	x	-2%	1.4µM*!
Brc1ccc(-c2cnnc(N3CCCC3)n2)cc1	0.0%	0%	-6%[46.1 µM]	13%[38.3 µM]	14%	-40%[inhibitor]	0%	i
Cn1c(=O)c2cc(S(=O)(=O)NCCC(=O)NC3CCCCCC3)ccc2n(C)c1=O	0.1%	-5%	-8%[46.1 µM]	19%[38.3 µM]	-3%	-14%	0%	-9%
CS(=O)(=O)N1CCC2(CC1)CN(Cc1ccc(C#N)cc1)C2	x	x	x	19%	4%	-6%	0%	-7%
O=[N+]([O-])c1ccc(N2CCN(S(=O)(=O)c3ccc4ccccc4c3)CC2)cc1NCc1ccco1	0.0%	7%	-14%[46.1 µM]	-9%	-2%	-43%[inhibitor]	10%	-4%
Cc1ccc(NC(=O)C2CC(=O)N(c3ccc4c5c(cccc35)CC4)C2)cc1 (stereo unspecified)	0.0%	-3%	-14%[46.1 µM]	8%[38.3 µM]	3%	-6%	-2%	-15%
COc1ccc(-c2cc3nc4ccccc4n3c(N)c2C#N)cc1	-0.1%	u	21%	x	8%	x	x	0%
O=C(c1ccccc1)C(Nc1ccccn1)c1ccccc1 (stereo unspecified)	-5.5%	8%	-13%	20%	5%	0%	2%	4%
c1ccc(CN2CCCC3(CCCN(Cc4nc(CC5CC5)no4)C3)C2)cc1 (stereo unspecified)	1.5%	-1%	5%	x	8%	x	x	0%
Cc1oc2c(CN3CCOCC3)c(O)ccc2c(=O)c1-c1ccc(Cl)cc1	2.9%	u	27%	x	8%	x	x	i
CCc1ccc(C(=O)NC(CC(C)C)C(=O)O)cc1 (stereo unspecified)	0.7%	-1%	-5%[46.1 µM]	30%[38.3 µM]	4%	18%	2%	i
CC1(C)Cc2nc3n[nH]c(N)c3cc2CO1	0.9%	6%	-9%[46.1 µM]	24%[38.3 µM]	3%	-9%	0%	i
CC(OC(=O)c1cccs1)C(=O)NCC1CCCO1 (stereo unspecified)	3.4%	8%	-6%[46.1 µM]	7%[38.3 µM]	7%	22%	-2%	-10%
CC(C)(C)NC(=O)CN(C(=O)C1CSC(=O)C1)c1ccccc1F (stereo unspecified)	0.1%	2%	15%	-1%	6%	2%	-3%	0%
Cn1c(N)c(C(=O)COC(=O)Cn2cc(C(F)(F)F)ccc2=O)c(=O)n(C)c1=O	-1.0%	5%	1%[46.1 µM]	5%[38.3 µM]	-32%	4%	-3%	1%
COc1ccc(S(=O)(=O)N2CCCCC2C(=O)O)cc1 (stereo unspecified)	0.0%	0%	1%[46.1 µM]	9%	-8%	-4%	6%	-1%
CCN(CC)S(=O)(=O)c1cc(NC(=O)C(CC(C)C)NC(N)=O)ccc1C (stereo unspecified)	1.1%	u	4%	2%	0%	-17%	-2%	-11%
O=C(CCC(=O)Nc1ccccc1)N/N=C/c1ccncc1	1.9%	-3%	u	9%[38.3 µM]	0%	-11%	0%	-7%
CC(=O)c1csc(-c2ccccc2)n1	-0.9%	3%	10%	4%	1%	0%	0%	i
Cc1ccccc1C1=Nn2c(nnc2-c2ccco2)SC1	-1.7%	-9%	5%	x	-1%	x	x	-1%
Cc1c(NC(C)c2ccccc2O)c(=O)n(-c2ccccc2)n1C (stereo unspecified)	-0.8%	-1%	-14%[46.1 µM]	14%[38.3 µM]	-12%	5%	-3%	-10%

Some of the compounds tested. The share of hits here may be higher or lower than overall.
